aDG glyco act: alpha-DG glycosylation activation; Pro5-aDG cells, alpha-DG glycosylation AlphaScreen (IIH6); 0% Pro5, 100% B10-LARGE cell signal; activation, % at 10 µM; 0.22% of 360,000 active;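 active means activation of at least 8% versus controls, or a plate z-score of at least 8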;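 further: Pro5 are CHO cells carrying HIG-tagged alpha-DG that lacks glycosylation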
HTR2A ag: agonists of mouse serotonin 5-HT2A receptor (HTR2A). P35363. AID 624169. 0.66% of 360,000 active. activation, % at 7.6 µM. CHO-K1 mHTR2A beta-arrestin complementation, luminescence; percent of 30 µM serotonin response;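 active means activation above a run cutoff, the mean activation of all tested compounds plus 3 SD, cut at about 14% in these data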;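 further: 0% = plate median of compound wells and 100% = 30 µM serotonin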
Target sequence (P35363 whole entry, looked up): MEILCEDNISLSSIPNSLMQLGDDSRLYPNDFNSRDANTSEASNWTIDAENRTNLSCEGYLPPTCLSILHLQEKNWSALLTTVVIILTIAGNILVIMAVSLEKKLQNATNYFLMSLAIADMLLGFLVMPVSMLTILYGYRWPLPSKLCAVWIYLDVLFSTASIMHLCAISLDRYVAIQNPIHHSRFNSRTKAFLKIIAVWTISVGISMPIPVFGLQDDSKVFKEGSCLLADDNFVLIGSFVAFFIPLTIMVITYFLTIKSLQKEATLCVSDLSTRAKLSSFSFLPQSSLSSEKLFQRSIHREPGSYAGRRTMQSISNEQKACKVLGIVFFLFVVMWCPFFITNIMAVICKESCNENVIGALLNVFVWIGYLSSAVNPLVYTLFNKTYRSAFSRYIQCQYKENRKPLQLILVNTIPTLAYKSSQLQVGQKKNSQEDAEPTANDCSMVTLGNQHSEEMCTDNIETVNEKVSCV
Vif inh: blocks HIV Vif function; AID 602346; HEK293T cells, Vif self-association by quenched fluorescence, imaging, 24 h; inhibition, % at 7.49 µM; 0.35% of 340,000 active; in the data active means inhibition above about 50%, passing the limit was not always enough; inconclusive means no clear call, values can overlap the other calls; inactive means below about 31%; further: some results filed as inactive read as strong as hits
MC4R antag cAMP: human MC4R antagonism in cAMP assay; P32245; MC4R-expressing cells, MTII-stimulated cAMP, LANCE TR-FRET; inhibition, % at 6.5 µM; 0.48% of 360,000 active; AID 540295;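 active means inhibition above its plate's cutoff, the mean of tested wells on that plate plus 3 SD, cut at about 29% in these data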;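 further: 0% = Melanotan II alone and 100% = Melanotan II plus saturating MCL0020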
Target sequence (P32245 whole entry, looked up): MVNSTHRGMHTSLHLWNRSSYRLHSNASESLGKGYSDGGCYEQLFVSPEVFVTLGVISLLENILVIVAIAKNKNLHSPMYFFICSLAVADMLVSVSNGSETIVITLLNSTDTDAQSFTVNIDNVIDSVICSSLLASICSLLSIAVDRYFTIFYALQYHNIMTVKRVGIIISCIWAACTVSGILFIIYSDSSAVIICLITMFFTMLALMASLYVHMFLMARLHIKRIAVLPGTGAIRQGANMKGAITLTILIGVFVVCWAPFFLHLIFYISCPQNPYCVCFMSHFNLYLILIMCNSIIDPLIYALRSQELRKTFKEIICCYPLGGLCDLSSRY
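Assay system: human MC4R-expressing U2OS cells; reagent: Melanotan II stimulation of cells; dosing: 6.5 µM single dose; timing: compound 30 min, challenge 1 h, detection 1 h; signal: TR-FRET cAMP assay; replicates: one well per compound, no replicates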
N-glyco inh: N-linked glycosylation inhibition. 0.23% of 360,000 active. D54 ERlucT glycosylation luciferase reporter, 24 h; percent of 100 nM tunicamycin response. AID 588692. reporter increase, % at 12.5 µM;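 active means mean luciferase reporter signal, scaled so untreated is 0 and the glycosylation-blocking control 100, at or above a set limit in every replicate; inconclusive means mean reaches the limit but not every replicate does; inactive means mean below the limit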;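 further: luciferase carries N-glycosylation sites so blocking glycosylation raises the light; 0% = median of neutral control wells and 100% = median of 100 nM tunicamycin wells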
PDI inh: PDI (human) enzyme inhibition; P07237; PDI insulin aggregation turbidity, A650, 90 min; inhibition, % at 10 µM; 0.052% of 350,000 active;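 active means mean inhibition across replicates of 30% or more, whatever share of single replicates reach that level; inconclusive means mean inhibition below 30% while every single replicate reaches 30%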;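 further: absorbance from insulin aggregation driven by PDI reduction with DTT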
ABCB6 inh 2: blocks the human ABCB6 transporter; fluorescence ratio to DMSO, % at 10 µM; Q9NP58; K562-ABCB6 porphyrin accumulation, flow cytometry, 1 h; stronger effect = lower value; AID 602162; 0.19% of 360,000 active;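 active means fluorescence ratio to DMSO below 75%, the collection mean minus 3 SD; inconclusive means too few cells collected in the well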;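 further: signal is porphyrin accumulated inside mitochondria; 100% equals median channel fluorescence of DMSO control wells; lower ratio means ABCB6 inhibition with less porphyrin fluorescence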
H9c2 protect: myocardial damage modulation in H9c2 cells. H9c2 cardiomyocytes, H2O2 injury protection, ATPLite, 2 h. protection from H2O2 cell death, % at 20 µM. 0.63% of 360,000 active. AID 588492;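 active means compounds giving at least 50% protection of heart cells from peroxide-induced death in the single-dose screen, raw or plate-pattern-corrected value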;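 further: 0% = DMSO wells with peroxide and 100% = DMSO wells without peroxide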
CaV13 ICDI inh: Disruptors of the CACNA1D IQ motif to Ca2+-dependent inactivation inhibitor domain association, primary screening, Förster resonance energy transfer in intact living … | 0.098% of 340,000 active | HEK cells, CFP/YFP FRET ICDI-IQ, plate reader, 10 min; percent FRET-ratio fall versus neutral wells | inhibition, % at 12.3 µM | AID 743397;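 active means mean replicate inhibition of at least 30% and at least 1% of replicates passing that level; inconclusive means only one of the two criteria is met; inactive means neither criterion is met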;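 further: 0% = median of the neutral control wells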
MC4R barr agon: activates human MC4R beta-arrestin recruitment; P32245; activation, % at 8.9 µM; 0.98% of 360,000 active; U2OS MC4R beta-arrestin complementation, luminescence; percent of melanotan II response, DMSO zero;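 active means activation above a per-plate cutoff, the mean activation of sample wells on that plate plus 3 SD, cut at about 8% in these data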
The depositor's hits bear a star; ? = inconclusive; · = not tested or not shown.

SMILES	aDG glyco act	HTR2A ag	Vif inh	MC4R antag cAMP	N-glyco inh	PDI inh	ABCB6 inh 2	H9c2 protect	CaV13 ICDI inh	MC4R barr agon
CCOC(=O)C1=CCN(S(=O)(=O)c2ccccc2C)C1c1ccc(C)cc1 (configuration not stated)	0.3	-5	8	·	0	·	104	-4	-6	·
CN1OC[C@@H]2CN(C(=O)c3ccc(-c4ccccc4)cc3)[C@H](c3ccc(-c4cccc(F)c4)cc3)C[C@@H]21	0.6	-8	9	11	-1	-11	102	-3	-4	-0.9
COc1ccc(-n2c(SCC(=O)O)nnc2-c2ccc(NC(=O)c3ccccc3)cc2)cc1	0.2	1	0	-5	2	10	99	-3	-5	-1.7
CC(C(=O)Nc1ccc2c(c1)OCCO2)N1Cc2ccccc2C1=O (configuration not stated)	-0.2	8	1	-3	-1	8	93	0	-7	-1.6
CCOC(=O)c1sc(N=NC2=C(O)CCCC2=O)c(C(=O)OCC)c1C	-0.2	1	2	13	1	1	102	14	-3	-1.9
OC(CNCCc1ccc(C(F)(F)F)cc1)COc1ccc2ccccc2c1 (configuration not stated)	0.2	0	11	6	-2	9	97	-16	-1	12*
CCc1nnc2sc(-c3cc(-c4ccccc4)nc4ccccc34)nn12	0.7	-1	·	11	2	-6	91	30	·	1.3
O=C(CSc1ncn[nH]1)Nc1ccc(Cl)c(Cl)c1	0.1	-5	3	-2	0	11	89	-6	·	-4.0
O=C1Nc2ccccc2OC1CC(=O)N1CCCC1 (configuration not stated)	0.0	2	12	10	-1	-3	92	0	-4	0.4
O=C(CCN1CCCC1=O)NC1CCCc2c1cnn2-c1ccccc1F (configuration not stated)	0.1	3	-9	6	-2	4	93	3	-2	-2.4
COc1ccccc1N1C(=O)CC(N2CCN(c3ccc(Cl)cc3)CC2)C1=O (configuration not stated)	0.2	-3	6	-6	1	17	93	0	-10	0.3
CC(=O)O/N=C/c1c(N2CCOCC2)n(C)c2ccccc12	3.2	-2	11	-6	-3	-3	52*	-1	-3	-1.5
CCCN(CC(=O)Nc1ccccc1OC)C(=O)c1cccc(S(=O)(=O)Nc2ccc(OC)cc2)c1	0.0	-5	·	-1	0	2	99	-2	-7	-4.2
COCCN(C(=O)COC(=O)/C=C/c1nc2ccccc2s1)c1c(N)n(Cc2ccccc2)c(=O)[nH]c1=O	-0.2	-3	17	12	-9	-13	95	1	-6	4.0
CN1CCC(N(C)S(=O)(=O)c2ccc(F)cc2F)CC1	0.0	-10	16	1	1	-48	100	3	-4	-0.7
C/C=C/C=C\C(=O)Nc1cccc(C2=NOC3(C2)C[C@@H](C(N)=O)N(C(=O)c2cc([N+](=O)[O-])cc([N+](=O)[O-])c2)C3)c1 (some centres not stated)	-0.2	-2	·	3	-1	-2	99	-9	-5	-1.2
O=C1C2C3CCC(O3)C2C(=O)N1c1cc(OCC(F)F)cc([N+](=O)[O-])c1 (configuration not stated)	0.0	-4	6	11	1	-1	96	2	-6	-3.0
CSc1ccccc1NC(=O)Cn1c(-c2cscn2)nc2ccccc21	-0.2	-1	15	-5	-1	-2	97	3	·	-0.8
O=C(N/C(=C\c1ccc([N+](=O)[O-])cc1)C(=O)N1CCOCC1)c1ccco1	0.0	2	-39	6	2	0	103	2	-2	-1.2
Cc1ccc(OCCNC(=O)C(=O)NCc2ccco2)cc1	-0.5	-1	7	-5	26*	-5	99	-2	0	1.8
CC(C)c1csc2nc3n(c(=O)c12)CCCCC3	-0.2	-3	13	-2	-1	3	92	-5	0	-2.5
COc1cc(CNc2nnnn2C)cc(OC)c1OC	-0.1	8	-1	4	0	1	94	2	-5	-1.7
Cc1nc(-c2nc(-c3c(C(=O)NNC(=O)Nc4ccccc4)noc3C)cs2)cs1	0.0	0	25	6	3	0	99	2	-5	-0.7
CC(C)C(=O)N1CCN(c2nc(-c3ccccc3)c3c(c2C#N)CCCC3)CC1	0.4	-5	-24	10	-2	0	91	-16	-5	0.7
CC(C)(C)C(=O)Nc1ccccc1-c1nc2ccccc2[nH]c1=O	-0.1	14	-1	2	1	3	97	-2	-4	-0.5
CN(C(=O)c1ccc(NC(=O)Cc2ccc(NC(=O)C3CCCN(C(=O)C4CCCCC4)C3)cc2)cc1)C1CCCC1 (configuration not stated)	-0.3	1	·	6	0	9	96	-14	-5	0.0
c1ccc(-c2csc(=Nc3cccnc3)n2CC2CCCO2)cc1 (configuration not stated)	0.1	-9	-3	13	-2	-3	104	-8	-2	-0.5
CC1CCCN(C(=O)COC(=O)C2CCN(S(=O)(=O)c3c(Cl)cccc3Cl)CC2)C1 (configuration not stated)	0.4	-2	-4	3	1	-5	98	-3	-1	-3.0
O=C(CN1CCCc2ccccc21)Nc1cc(S(=O)(=O)N2CCCC2)ccc1Cl	0.0	-5	2	1	-4	-7	96	-11	-2	-1.4
Cc1ccc(CC(=O)Nc2ccc(S(=O)(=O)N3CCOCC3)cc2)cc1	0.8	-1	-3	0	-1	-1	97	1	-7	4.0
CCOC(=O)c1cc(OC(=O)c2ccccc2Br)n(-c2ccccc2)n1	-0.1	0	·	18	1	2	98	3	-8	-1.9
CC(=O)NS(=O)(=O)c1ccc(NC(=O)c2ccc3c(c2)NC(=O)CS3)cc1	-0.2	-1	14	7	5	6	94	0	-5	-1.9
CC(C)N1CCC(C)(C(=O)Nc2cccc(Oc3ccccc3)c2)C1 (configuration not stated)	0.2	-3	·	15	-2	0	101	1	-7	0.4
COc1ccc(C(=O)N2CCOC2CNC(=O)C(=O)NCc2ccc(C)cc2)cc1 (configuration not stated)	-0.2	2	4	13	0	-3	96	6	-14	0.1
CC1CCN(c2ccc(NC(=O)Cn3c(=O)oc4ccccc43)cc2)CC1	-0.2	4	-1	2	1	1	95	-11	-8	2.2
COc1ccc(O[C@@H]2O[C@H](COC(C)=O)[C@@H](OC(C)=O)[C@H](OC(C)=O)[C@H]2NC(C)=O)cc1	0.1	2	8	4	0	-1	98	1	-2	-1.7
Clc1ccc2nc3ccccc3cc2c1	0.0	0	12	-4	5	7	100	-10	-6	-1.9
CCc1nnc(NC(=O)c2cccc(OC)c2)s1	-0.3	-5	-2	7	-6	0	104	-17	0	0.3
CC(/C=C1\SC(=S)N(CCC(=O)Nc2ccc(O)cc2)C1=O)=C\c1ccccc1	-0.2	-3	-16	3	-2	0	98	-5	-3	22*
O=C(NC1CCSc2ccccc21)c1c(F)cccc1Cl (configuration not stated)	-0.4	-1	-5	16	-1	-2	100	-4	-3	-3.4
O=C(NCCN1CCN(S(=O)(=O)c2ccccc2)CC1)C(=O)Nc1ccc(F)cc1	0.0	-7	-8	6	-2	-4	99	-4	-3	-0.7
CS(=O)(=O)N1CCC(C(=O)Nc2ccc(Oc3ccccc3)cc2)CC1	0.2	1	-2	-5	1	-2	100	-3	-5	2.3
COCCNC(=O)C(c1ccc(C)cc1)N(CCOC)C(=O)CCC(=O)Nc1nccs1 (configuration not stated)	0.0	2	0	12	-2	-12	104	3	-7	0.7
COc1cccc(C(=O)Cn2c(Br)nc3c2c(=O)n(C)c(=O)n3C)c1	0.4	5	6	4	-3	-3	96	-1	·	-0.5
O=C(NCc1csc(-c2cccs2)n1)C1CCC1	0.0	2	1	5	-1	7	102	-2	-14	-1.7
COCCN1CCN(c2c3c(nc4cc(-c5cccc(F)c5)nn24)CCC3)CC1	-0.7	-4	8	4	-1	-2	85	86*	-2	-2.9
O=C(O)COCC(=O)N1CCN(C2c3ccccc3-c3ccccc32)CC1	-0.1	-7	-10	7	0	-4	94	-2	-5	2.1
Cc1c(CN2CCC(C)CC2)c(=O)n(-c2ccccc2)n1C	0.3	2	0	-1	1	-1	102	4	-9	-0.8

Sorted by the number under HTR2A ag (ascending): some entries from above
canonical_smiles	aDG glyco act	HTR2A ag	Vif inh	MC4R antag cAMP	N-glyco inh	PDI inh	ABCB6 inh 2	CaV13 ICDI inh	MC4R barr agon
O=C(NCCN1CCN(S(=O)(=O)c2ccccc2)CC1)C(=O)Nc1ccc(F)cc1	0.0	-7	-8	6	-2	-4	99	-3	-0.7
O=C(NCc1csc(-c2cccs2)n1)C1CCC1	0.0	2	1	5	-1	7	102	-14	-1.7
COc1cccc(C(=O)Cn2c(Br)nc3c2c(=O)n(C)c(=O)n3C)c1	0.4	5	6	4	-3	-3	96	·	-0.5

The results go on:
SMILES	aDG glyco act	HTR2A ag	Vif inh	MC4R antag cAMP	N-glyco inh	PDI inh	ABCB6 inh 2	H9c2 protect	CaV13 ICDI inh	MC4R barr agon
CCN(CC)c1ccc(S(=O)(=O)N2CCOCC2)cc1NC(=O)COC(=O)/C=C/c1ccc(C)o1	-0.2	9	6	6	-3	1	95	19	-6	-2.9
Cc1cc(C)cc(NC(=S)NCc2ccc(F)cc2)c1	0.2	-3	2	7	-3	11	105	-9	-2	-2.4
COc1ccccc1NC(=O)C(CCS(C)(=O)=O)N1C(=O)c2ccccc2C1=O (configuration not stated)	-0.1	4	25	1	0	5	91	4	-5	-2.8
O=C(CN1C(=O)/C(=C/c2ccccc2)SC1=S)NC1CCS(=O)(=O)C1 (configuration not stated)	-0.2	0	7	-6	-2	-4	96	-6	-4	-3.1
Cc1ccc(S(=O)(=O)Nc2ccccc2C(=O)OC(C)C(=O)Nc2ccc3ccccc3c2)cc1[N+](=O)[O-] (configuration not stated)	-0.1	-7	0	1	-1	-12	86	-16	-5	-4.4
COc1cc(NC(=O)c2cc(-c3ccco3)on2)c(OC)cc1Cl	0.0	3	·	3	-1	-7	100	2	-8	1.0
Nc1c(-c2ccccc2)n[nH]c1-c1ccccc1	-0.2	-2	5	-4	1	-1	99	-5	-5	-1.6
Cc1nnc2sc(SCC(=O)Nc3ccc(Cl)cc3)nn2c1=O	0.0	-1	8	5	3	3	96	4	2	-2.6
COc1ccc(Cc2nnc(N=Nc3c(O)[nH]c4ccc(Br)cc34)[nH]c2=O)cc1	-0.6	0	?	-6	0	-9	88	-8	-4	2.6
CCc1ccc(OCc2ccc(C(=O)NCc3ccccn3)o2)cc1	0.7	-1	14	5	4	-1	92	-6	-6	0.3
Cc1ccc(NC(=O)Cn2cc(C(=O)C3CC3)c3ccccc32)c(C)c1	0.0	9	5	8	-1	-3	100	-4	-4	0.7
CCC(CC)C(=O)N=C1SC2CS(=O)(=O)CC2N1CCc1ccc(OC)c(OC)c1 (configuration not stated)	0.1	-3	8	9	-2	-5	103	4	6	0.8
O=C(COc1ccc(F)cc1)Nc1nnc(C2CC2)s1	0.2	7	-1	-3	1	1	91	-9	-15	-4.0
CCN1CCN(CCCNC(=O)c2csc3c2CCCCC3)CC1	-0.2	0	-4	-8	0	-2	101	2	-9	0.2
O=C(COc1ccccc1)NCC(c1ccco1)N1CCN(c2ccccc2F)CC1 (configuration not stated)	0.2	-4	·	1	2	6	94	9	-2	-2.4
CC(C(=O)Nc1ccccc1F)N1C(=O)c2ccccc2C1=O (configuration not stated)	0.0	2	0	-3	2	-7	97	18	·	-3.1
COc1cccc(CNC(=O)C(C)n2ccc3cc(S(=O)(=O)N4CCCC4)ccc32)c1 (configuration not stated)	-0.3	6	10	0	-2	7	95	-5	-3	-0.3

High-throughput results from PubChem.
